# Screening data deposited in PubChem by several laboratories.
# MEKK2wt PB1 HTS = raises or lowers MEK5 binding to wildtype human MEKK2 PB1 domain; binding response (% of control), % at 10 µM; actives 1.1% (n = 290,000); bead flow cytometry, Alexa488-MEK5 binding to MEKK2 WT; actives lie on both sides; in the data active means binding response below about 67% or above about 130%
# IDE cell activ = boosts human insulin-degrading enzyme activity in HEK cells; P14735; FAbeta-B cleavage, fluorescence polarization; 0% vehicle, 100% cell-free pure enzyme wells; activation, % at 5.96 µM; actives 0.073% (n = 340,000);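 active means activation above the mean of all tested compounds plus 3 SD, set per screening campaign, cut at about 17% in these data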
# UBC9 SUMO inh = SUMOylation inhibition | HTRF SUMOylation assay, SAE1/SAE2 + UBC9, in vitro | inhibition, % at 35 µM | actives 0.36% (n = 290,000) | P63279; in the data active means inhibition above about 50%, passing the limit was not always enough; further: strong numbers were not always called active
# Target sequence (P63279 whole entry, looked up): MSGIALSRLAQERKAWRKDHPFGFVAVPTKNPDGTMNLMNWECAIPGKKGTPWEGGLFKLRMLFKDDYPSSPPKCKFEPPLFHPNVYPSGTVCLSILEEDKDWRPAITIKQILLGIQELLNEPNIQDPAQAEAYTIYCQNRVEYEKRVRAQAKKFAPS
# MEKK3 PB1 HTS = modulators (inhibitors or enhancers) of MEK5 binding to human MEKK3 PB1 domain | Q99759 | bead-based flow cytometry, Alexa488-MEK5 binding to MEKK3; actives lie on both sides; 0 = blocked by unlabeled MEK5, 100 = vehicle | binding response (% of control), % at 10 µM | actives 1.4% (n = 290,000);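 active means binding response more than 3 SD above or below the average of its plate-row segment, actives on both sides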;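 further: Alexa488 bead fluorescence after subtracting the streptavidin-only scavenger bead signal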
# MEKK2 mut-MEK5 = signal of MEK5 binding to mutant human MEKK2 PB1 domain. bead flow cytometry, Alexa488-MEK5 binding to MEKK2 mutant. percent response, % at 10 µM. actives 0.35% (n = 290,000); in the data active means percent response above about 24%, passing the limit was not always enough; further: inactives centre near 1; some results filed as inactive read as strong as hits; reference of the scale not given here
# NALP1 yeast inh = inhibitors of NALP1 inflammasome in yeast | actives 0.61% (n = 280,000) | S. cerevisiae NALP1/ASC/caspase-1 growth, X-gal OD620, 72 h | AID 2071 | inhibition, % at 10 µM; in the data active means inhibition mostly above about 24%, no sharp cut-off; inactive means mostly below about 32%; further: some compounds called inactive have numbers as strong as hits
# IDE inh = cellular human IDE inhibition; inhibition, % at 5.59 µM; actives 0.41% (n = 320,000); HEK cells, FAbetaB cleavage, fluorescence polarization; AID 434962;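 active means percent inhibition above the average of all tested compounds plus 3 SD, set per screening campaign, cut at about 16% in these data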;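 further: IDE supplied by intact live HEK cells; FP after avidin binding of uncleaved biotin substrate so inhibition keeps polarization high; 0% = DMSO wells and 100% = 60 µM reference IDE inhibitor Ii1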
# pCIP destab = p/CIP protein destabilization; Q05BA5; F442A p/CIP-EGFP cells, EGFP fluorescence, 16 h; decrease of EGFP signal, % at 10 µM; actives 0.01% (n = 290,000); AID 1984;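 active means EGFP signal decrease of at least 30% at 10 µM or well 3 SD below plate mean, unless failing retest; inactive means the rest, including hits failing retest or dose response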; further: some compounds called inactive have numbers as strong as hits; many of its hits are not listed in these tables
# PfM18AAP inh = blocks P. falciparum M18 aspartyl aminopeptidase. actives 1.2% (n = 290,000). AID 1822. inhibition, % at 7.35 µM. recombinant PfM18AAP, H-Glu-NHMec fluorogenic cleavage;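 active means inhibition above the campaign mean inhibition over all tested compounds plus 3 SD, cut at about 28% in these data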;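 further: 0% = plate median of test compound wells and 100% = 2 mM ZnCl2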
# Starred values were filed as active, the others as inactive; . = no result given; [ ] = dose if it differs, or a comment. A portion of the library; the hit share may differ from the screen's.
SMILES	MEKK2wt PB1 HTS	IDE cell activ	UBC9 SUMO inh	MEKK3 PB1 HTS	MEKK2 mut-MEK5	NALP1 yeast inh	IDE inh	pCIP destab	PfM18AAP inh
Cc1nc2ccc(NC(=O)c3ccc(Cl)s3)cc2s1	103.0	0.6	11.2	105.0	2.0	1.7	3.1	-11.6	-2.7
CC(=O)Nc1ccc(S(=O)(=O)NC2=NCN(c3cccc([N+](=O)[O-])c3)CN2)cc1	106.0	-0.4	13.1	103.0	4.0	-6.2	6.0	-1.0	8.6
COc1ccccc1NC(=O)c1ccccc1NS(=O)(=O)N1CCCC1	99.0	-0.4	3.2	100.0	1.0	15.5	-0.8	8.2	-10.3
O=C1C(=Cc2ccc(Br)o2)C(=O)c2ccccc21	98.0	0.8	22.4	138.0*	0.0	14.8	2.1	2.4	19.3
Cc1ccc(S(=O)(=O)N2CCN(S(=O)(=O)c3ccc(C)cc3)C2c2ccccc2)cc1	97.0	9.0	-13.6	101.0	1.0	34.7	5.0	-5.0	-2.4
Nc1nc(SCc2ccc(F)cc2)n[nH]1	105.0	-2.6	-11.5	100.0	3.0	14.2	-1.1	-1.2	0.4
CC(=O)OC(C(=O)NCCN1CCOCC1)c1c(F)cccc1F (stereo not given)	106.0	2.6	12.7	107.0	10.0	-8.8	5.2	-15.4	-10.3
COc1ccc2c(c1)CCc1c(C(=O)N3CC4(C)CC3CC(C)(C)C4)noc1-2 (stereo not given)	103.0	-2.5	-28.4	105.0	6.0	4.3	8.2	-11.7	-1.2
CCC(C)(C)NC(=O)C(c1ccc(OC)cc1)N(C(=O)CCC(=O)Nc1cc(C)on1)C(C)(C)C (stereo not given)	99.0	2.3	-5.0	103.0	5.0	8.1	3.9	4.2	0.4
O=C(c1cccc([N+](=O)[O-])c1)N1CCN(c2n[nH]c(=O)[nH]c2=O)CC1	95.0	1.1	24.7	106.0	5.0	.	3.9	-4.0	0.4
O=C(NC1CCCCC1)N1CCCCCCC1	94.0	7.7	21.7	86.0	-9.0	-2.0	1.9	-14.3	2.6
O=C(c1ccc(Cn2cc(Br)cn2)cc1)N1CCN(c2ccccc2)CC1	93.0	0.4	1.4	93.0	3.0	7.0	0.7	-0.3	11.8
CCS(=O)(=O)N1CCN(c2ccc(S(=O)(=O)N3CCOCC3)cc2)CC1	50.0	-3.5	27.9	48.0*[inhibitor]	-15.0	17.9	-0.2	2.1	-16.2
CC(c1ccc(F)cc1)n1c(-c2cccs2)n[nH]c1=S (stereo not given)	102.0	-0.8	-1.3	109.0	0.0	2.9	2.4	-1.6	11.7
Cc1cc(C)cc(NC(=O)c2cccc(C(=O)Nc3cc(C)cc(C)c3)n2)c1	103.0	-0.2	7.5	101.0	1.0	-3.0	2.5	-7.5	4.6
CCCCN1CCc2c([nH]c3c(C)cccc23)C1=O	101.0	4.7	8.9	91.0	3.0	15.0	-1.5	-5.2	2.1
Cc1ccc(NS(=O)(=O)c2ccc(-c3ccc(=O)[nH]n3)o2)cc1	101.0	5.8	17.3	97.0	2.0	8.5	10.1	-8.2	2.9
CS(=O)(=O)N1CCN(c2ccccc2NC(=O)c2ccc(-c3ccc(Cl)cc3Cl)o2)CC1	99.0	4.3	5.3	106.0	6.0	13.4	4.0	-0.3	4.9
COc1ccc(CCNC(=O)CSc2nc(O)cc(=O)[nH]2)cc1OC	114.0	7.9	20.7	134.0*	29.0	.	-7.7	0.5	0.8
Cc1ccc2nc(-c3ccncc3)cc(C(=O)Nc3ccncc3)c2c1	104.0	2.0	-4.4	106.0	4.0	6.2	1.7	-10.6	1.5
COc1ccc(NC(=O)C2C3CC/C=C\CCC32)cc1 (stereo not given)	98.0	5.5	12.5	101.0	1.0	-8.2	-0.2	-18.2	5.0
C=CCOc1cccc(C2C(C(=O)c3ccco3)=C(O)C(=O)N2CCN2CCOCC2)c1 (stereo not given)	105.0	2.0	19.9	104.0	5.0	-4.7	-1.3	-25.8	7.7
Cc1nc2ccc(S(=O)(=O)NC(C(=O)NC3CCCC3)C(C)C)cc2s1 (stereo not given)	108.0	6.8	13.4	106.0	3.0	-2.4	0.7	6.5	-0.3
CSc1ccc(Cl)c(C(=O)NCCOc2ccccc2)c1	107.0	-1.6	6.4	104.0	6.0	-7.2	3.0	-6.9	-3.5
O=C(Cn1nnc2ccccc2c1=O)N[C@@H](Cc1ccccc1)C(=O)O	99.0	8.7	3.1	103.0	-1.0	-1.8	2.4	3.7	-4.2
CCc1nn(CC(=O)NCCN2CCOCC2)c(=O)c2cc3c(OC)cccc3n12	103.0	6.1	11.2	103.0	2.0	7.9	3.2	21.8	2.5
N#Cc1nc(COc2ccccc2)oc1NCCCn1ccnc1	.	0.2	5.9	.	.	-5.1	3.3	-3.9	-16.9
C=CCn1c(=O)/c(=C/c2ccc(Cl)cc2)s/c1=C(/C#N)c1nnc2n1CCCCC2	96.0	-4.2	14.2	103.0	1.0	3.2	-2.8	-5.5	0.9

# 11 structures from above, arranged by formula weight, smallest number first.
SMILES	MEKK2wt PB1 HTS	IDE cell activ	UBC9 SUMO inh	MEKK3 PB1 HTS	MEKK2 mut-MEK5	NALP1 yeast inh	IDE inh	pCIP destab	PfM18AAP inh
CCCCN1CCc2c([nH]c3c(C)cccc23)C1=O	101.0	4.7	8.9	91.0	3.0	15.0	-1.5	-5.2	2.1
COc1ccc(NC(=O)C2C3CC/C=C\CCC32)cc1 (stereo not given)	98.0	5.5	12.5	101.0	1.0	-8.2	-0.2	-18.2	5.0
CSc1ccc(Cl)c(C(=O)NCCOc2ccccc2)c1	107.0	-1.6	6.4	104.0	6.0	-7.2	3.0	-6.9	-3.5
N#Cc1nc(COc2ccccc2)oc1NCCCn1ccnc1	.	0.2	5.9	.	.	-5.1	3.3	-3.9	-16.9
Cc1ccc(NS(=O)(=O)c2ccc(-c3ccc(=O)[nH]n3)o2)cc1	101.0	5.8	17.3	97.0	2.0	8.5	10.1	-8.2	2.9
O=C(Cn1nnc2ccccc2c1=O)N[C@@H](Cc1ccccc1)C(=O)O	99.0	8.7	3.1	103.0	-1.0	-1.8	2.4	3.7	-4.2
COc1ccc(CCNC(=O)CSc2nc(O)cc(=O)[nH]2)cc1OC	114.0	7.9	20.7	134.0*	29.0	.	-7.7	0.5	0.8
Cc1cc(C)cc(NC(=O)c2cccc(C(=O)Nc3cc(C)cc(C)c3)n2)c1	103.0	-0.2	7.5	101.0	1.0	-3.0	2.5	-7.5	4.6
CCc1nn(CC(=O)NCCN2CCOCC2)c(=O)c2cc3c(OC)cccc3n12	103.0	6.1	11.2	103.0	2.0	7.9	3.2	21.8	2.5
C=CCOc1cccc(C2C(C(=O)c3ccco3)=C(O)C(=O)N2CCN2CCOCC2)c1 (stereo not given)	105.0	2.0	19.9	104.0	5.0	-4.7	-1.3	-25.8	7.7
CS(=O)(=O)N1CCN(c2ccccc2NC(=O)c2ccc(-c3ccc(Cl)cc3Cl)o2)CC1	99.0	4.3	5.3	106.0	6.0	13.4	4.0	-0.3	4.9
